High-throughput results as filed in PubChem.
Cav32 inh: inhibitors of human Cav3.2 T-type calcium channel; O95180; Cav3.2-expressing cells, Fluo-4 calcium fluorescence FDSS; active compounds read low; B-score at 10 µM; 100,000 compounds, 4% hits;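 active means single-dose well whose peak fluorescence ratio is a statistical outlier from its plate by either plate-standardised score or position-corrected B-score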
Target sequence (O95180 whole entry, looked up): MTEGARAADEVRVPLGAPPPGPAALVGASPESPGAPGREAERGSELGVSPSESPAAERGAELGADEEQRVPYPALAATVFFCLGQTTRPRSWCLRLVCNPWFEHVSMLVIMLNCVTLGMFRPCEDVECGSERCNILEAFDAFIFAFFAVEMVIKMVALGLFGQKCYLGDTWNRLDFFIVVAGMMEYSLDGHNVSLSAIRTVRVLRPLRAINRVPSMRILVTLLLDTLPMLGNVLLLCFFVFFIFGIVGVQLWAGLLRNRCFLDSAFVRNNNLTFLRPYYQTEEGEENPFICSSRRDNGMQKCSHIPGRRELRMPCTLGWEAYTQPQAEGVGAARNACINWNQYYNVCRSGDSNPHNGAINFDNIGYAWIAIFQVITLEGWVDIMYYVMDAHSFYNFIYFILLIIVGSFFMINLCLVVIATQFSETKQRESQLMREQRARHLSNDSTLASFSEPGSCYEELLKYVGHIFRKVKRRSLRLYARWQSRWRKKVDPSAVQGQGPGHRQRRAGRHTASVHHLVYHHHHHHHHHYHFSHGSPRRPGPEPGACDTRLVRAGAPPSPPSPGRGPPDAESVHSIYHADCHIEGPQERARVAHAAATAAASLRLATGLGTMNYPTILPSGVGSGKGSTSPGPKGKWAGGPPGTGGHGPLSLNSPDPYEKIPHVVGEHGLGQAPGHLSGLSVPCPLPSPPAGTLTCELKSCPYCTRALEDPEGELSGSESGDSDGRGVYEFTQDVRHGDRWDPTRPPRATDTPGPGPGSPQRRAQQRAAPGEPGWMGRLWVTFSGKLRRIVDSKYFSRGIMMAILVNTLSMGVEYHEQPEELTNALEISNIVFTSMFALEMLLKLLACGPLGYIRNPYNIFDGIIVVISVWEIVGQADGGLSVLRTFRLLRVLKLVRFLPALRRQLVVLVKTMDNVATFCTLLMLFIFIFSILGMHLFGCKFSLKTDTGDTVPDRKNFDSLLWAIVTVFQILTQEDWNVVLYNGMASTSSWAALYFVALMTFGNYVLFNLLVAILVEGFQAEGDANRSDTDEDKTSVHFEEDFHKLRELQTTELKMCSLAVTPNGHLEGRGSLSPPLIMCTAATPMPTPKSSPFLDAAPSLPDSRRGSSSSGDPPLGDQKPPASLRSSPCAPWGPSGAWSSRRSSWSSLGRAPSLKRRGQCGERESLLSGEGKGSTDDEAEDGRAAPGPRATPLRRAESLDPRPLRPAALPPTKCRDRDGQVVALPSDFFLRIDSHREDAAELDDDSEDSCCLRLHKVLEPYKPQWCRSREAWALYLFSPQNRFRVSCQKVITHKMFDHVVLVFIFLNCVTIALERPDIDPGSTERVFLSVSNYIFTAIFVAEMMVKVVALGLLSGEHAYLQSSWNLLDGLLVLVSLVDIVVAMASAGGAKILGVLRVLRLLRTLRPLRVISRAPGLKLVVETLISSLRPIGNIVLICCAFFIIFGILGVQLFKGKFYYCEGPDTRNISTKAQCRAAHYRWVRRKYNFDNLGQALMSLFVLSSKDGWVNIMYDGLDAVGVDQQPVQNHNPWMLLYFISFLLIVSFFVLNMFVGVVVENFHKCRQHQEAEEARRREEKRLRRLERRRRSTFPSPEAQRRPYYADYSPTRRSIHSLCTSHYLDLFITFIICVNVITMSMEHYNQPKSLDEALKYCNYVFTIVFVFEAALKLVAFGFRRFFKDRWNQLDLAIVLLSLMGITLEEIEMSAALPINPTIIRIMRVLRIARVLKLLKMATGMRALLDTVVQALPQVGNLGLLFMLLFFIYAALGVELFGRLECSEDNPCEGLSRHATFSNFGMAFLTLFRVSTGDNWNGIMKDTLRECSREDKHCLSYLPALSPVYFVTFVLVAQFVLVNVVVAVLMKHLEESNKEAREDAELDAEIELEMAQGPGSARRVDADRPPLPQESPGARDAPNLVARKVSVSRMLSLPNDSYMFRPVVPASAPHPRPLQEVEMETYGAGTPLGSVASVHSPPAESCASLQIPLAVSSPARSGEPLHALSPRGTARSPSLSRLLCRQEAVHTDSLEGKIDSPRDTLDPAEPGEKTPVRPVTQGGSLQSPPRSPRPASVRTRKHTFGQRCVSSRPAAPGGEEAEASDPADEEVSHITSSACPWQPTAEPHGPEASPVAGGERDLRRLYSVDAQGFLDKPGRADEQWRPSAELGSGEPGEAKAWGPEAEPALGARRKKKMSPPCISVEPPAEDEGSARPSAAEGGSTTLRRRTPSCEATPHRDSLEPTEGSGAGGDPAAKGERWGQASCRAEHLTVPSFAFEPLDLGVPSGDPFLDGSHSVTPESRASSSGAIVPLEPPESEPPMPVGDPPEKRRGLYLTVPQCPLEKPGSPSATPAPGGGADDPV
The depositor's hits bear a star.

SMILES | Cav32 inh
N#Cc1c(C(F)(F)F)cc(C2CC2)nc1N1CCCC1 | 0.17
O=C(Cc1ccccc1)NCC1COc2ccccc2O1 (stereo unspecified) | -1.6
O=C(C1CCN(S(=O)(=O)c2cccnc2)CC1)N1CCCCC1 | 0.023
CC1(C(=O)NC2CCCCCCC2)CCC(=O)N1Cc1ccco1 (stereo unspecified) | 0.28
O=C(CSc1nc2sc3c(c2c(=O)[nH]1)CCCC3)NCCO | -1
COC(CN1C(=O)C(O)=C(C(C)=O)C1c1ccccn1)OC (stereo unspecified) | 0.4
CCOC(=O)COc1ccc(C(=O)c2ccccc2)c(O)c1 | -0.004
Cc1nc2n(c(=O)c1CCN1CCC(c3noc4cc(F)ccc34)CC1)CCCC2 | 0.83
FC(F)(F)c1nnc2sc(-c3cccs3)nn12 | 0.24
CCn1nc(NC(=O)c2ccncc2)c2cc3cc(C)ccc3nc21 | 0.25
O=C(c1ccncc1)c1ccc(N2CCN(C3CC(=O)N(Cc4ccccc4)C3=O)CC2)cc1 (stereo unspecified) | 0.61
O=C(CN1C(=O)NC2(CCCCCCC2)C1=O)NC(=O)NCc1ccco1 | -0.39

Continued; it opens with the 4 that closed the last part.
SMILES | Cav32 inh
FC(F)(F)c1nnc2sc(-c3cccs3)nn12 | 0.24
CCn1nc(NC(=O)c2ccncc2)c2cc3cc(C)ccc3nc21 | 0.25
O=C(c1ccncc1)c1ccc(N2CCN(C3CC(=O)N(Cc4ccccc4)C3=O)CC2)cc1 (stereo unspecified) | 0.61
O=C(CN1C(=O)NC2(CCCCCCC2)C1=O)NC(=O)NCc1ccco1 | -0.39
O=c1[nH]c2cc3c(cc2cc1C(c1nnnn1CC1CCCO1)N1CCCC1)OCO3 (stereo unspecified) | -0.091
NC(=O)Nc1ccc(Oc2c(F)c(F)c(F)c(F)c2F)cc1 | -1.2
CN1C(=O)CC(NNC(=O)c2ccccc2)C1=O (stereo unspecified) | 0.46
Cc1ccccc1CSCCNC(=O)CCSc1ccccc1 | -6.1*
CCN(CC)Cc1c(O)ccc2occ(C(=O)c3ccc(OC)cc3)c12 | 0.81
COc1ccc(CN2CC(C(=O)NCC3CCCO3)CC2=O)cc1 (stereo unspecified) | 0.081
O=C(c1n[nH]c2ccccc12)N1CCN(S(=O)(=O)c2ccc3ccccc3c2)CC1 | -0.54
CC(C)Oc1ccc(N2CC(C(=O)Nc3ccc(N4CCOCC4)cc3)CC2=O)cc1 (stereo unspecified) | -0.076
COCCCn1c(C(C)C)nc2oc3cc(OC)ccc3c(=O)c2c1=O | 0.62
c1ccc(-c2nnc(-c3c[nH]c4ccccc34)nc2-c2ccccc2)cc1 | 0.97
CC(=O)Nc1ccc(Oc2sc(C(=O)c3ccccc3)c(N)c2C#N)cc1 | 1.7
Cc1c(C(C)NC(=O)Nc2ccc(F)cc2F)cnn1C (stereo unspecified) | 0.038
O=C(NC1CCCC1)c1ccc2nc[nH]c2c1 | -0.042
CC(NC(=O)C(c1ccccc1)c1ccccc1)C(=O)O (stereo unspecified) | 0.63
Cc1oc(-c2ccc(Cl)cc2)nc1CS(=O)CC(=O)NCc1cccs1 (stereo unspecified) | -5.1
O=C(OCc1ccccc1)/C(=C/c1ccc(Cl)cc1)NC(=O)c1ccccc1Cl | 0.2
C=CCn1c(O)c(CN2CCN(Cc3ccccc3)CC2)c(C)c(C#N)c1=O | 0.027
O=C(NCCc1c[nH]c2ccccc12)C1Cc2ccccc2CN1C(=O)c1ccco1 (stereo unspecified) | -1.7
Cn1nnnc1SCC(=O)NCc1cccs1 | -0.019
CCCC1CCc2c(c3ccccc3[nH]c2=O)O1 (stereo unspecified) | 0.0028
CCOC(=O)c1cccc(NC(=O)/C(=C\c2ccccc2)NC(=O)c2ccccc2Cl)c1 | -0.85
CCn1cc(C(=O)NCc2ccco2)c(=O)c2cc(S(=O)(=O)N3CC(C)CC(C)C3)ccc21 (stereo unspecified) | -8.1*
N#Cc1cn(CC(=O)N2CCc3ccccc3C2)c2ccccc12 | -0.8
CC(=O)Oc1cc2c(C(=O)NCCCN3CCOCC3)c(C)oc2c2ccccc12 | 0.86
NC(=O)CN(c1ccccc1)C1SC(=O)N(Cc2ccccc2)C1=O (stereo unspecified) | -1.1
Cc1csc(=N)n1CC(=O)N1CCc2ccccc21 | 0.51
Cc1ccc(NC(=O)C(C)N2C(=O)c3ccccc3C2=O)cc1 (stereo unspecified) | -0.98
O=C(O)CCC(=O)Nc1ccc(S(=O)(=O)Nc2nccs2)cc1 | 0.0094
O=C(COc1ccccc1)Nc1ncccn1 | -2
O=[N+]([O-])c1ccc(Nc2ccc3ccccc3c2)nc1 | -0.26
O=C(CN1CCN(c2ccc(F)cc2)CC1)N1CCOCC1 | 0.75
CSc1ccc(Cl)c(C(=O)OCC(=O)NCc2ccco2)c1 | -0.61
COc1cc(OC)c(C2=NOC(C(=O)N3CCCc4ccccc43)C2)cc1Cl (stereo unspecified) | -1.8
O=C(CSCc1c(Cl)cccc1Cl)NCC1CCCO1 (stereo unspecified) | -0.73
Cc1ccc(Cl)c(Nc2ccccc2C(=O)O)c1Cl | -1.6
CCN1CCN(Cc2ccc(NC(=O)c3cc(NC(=O)c4cnnc5ccccc45)cc(OC)c3)cc2C(F)(F)F)CC1 | 0.3
CCOCCCNC(=O)Cn1cc2c(n1)CCCC2 | -0.33
CCN(CC)c1nc(N)nc(NS(=O)(=O)c2ccc(Cl)cc2)n1 | -0.73
NC(=O)c1ccsc1NC(=O)CSc1ccccc1F | -0.79
Cc1nc(NCC2CCCO2)nc2c1C(=O)CC(C)C2 (stereo unspecified) | 1.3
Nn1cc(-c2ccccc2)nc1SCC(=O)N1CCN(S(=O)(=O)c2ccc(Cl)cc2)CC1 | -1.5
O=c1c(-c2cc3ccccc3o2)[n+]([O-])c2ccccc2n1OCc1ccccn1 | 0.45
CCC(=O)Nc1ccc(S(=O)(=O)NCCc2ccccc2)cc1 | 1.3
CC1CCCCN1S(=O)(=O)c1ccc(C(=O)Nc2nnc(-c3cccs3)o2)cc1 (stereo unspecified) | -3.5
CCOC(=O)c1sc(NC(=O)CSc2nnnn2-c2ccccc2)nc1C | -0.71
Cc1cc(C)n(C(=O)CCC(=O)Nc2ccc(C)c(C)c2)n1 | -0.72
CC(C)NS(=O)(=O)c1cccc2nsnc12 | -0.077
COC(=O)c1cc(Br)ccc1NC(=O)Nc1ccc(C)cc1 | -0.068
CC(=O)c1c(C)[nH]c(C(=O)NCc2ccccc2)c1C | 0.56
O=C1C(Cl)=C(N2CCCCCC2)C(=O)N1c1ccccc1 | -1
CNS(=O)(=O)c1cc(O)c2c(S(=O)(=O)NC)cccc2c1 | 0.29
CC1(C)CC(n2c(NCCO)nc3c(c2=O)C2(CCCC2)Cc2ccccc2-3)CCO1 (stereo unspecified) | -4.3*
COc1ccccc1NC(=O)c1[nH]c(C)c(C(C)=O)c1C | 0.48
CCCCn1c(NC(=O)c2ccc(Br)o2)c(S(=O)(=O)c2ccccc2)c2nc3ccccc3nc21 | -2
COc1ccccc1/C=C1\SC(=O)N(CCC(=O)NNC(=O)c2ccccc2Cl)C1=O | 0.46
O=C(c1ccc2nc3ccccc3c(=O)n2c1)N1CCN(Cc2ccc3c(c2)OCO3)CC1 | 2
COc1cccc(CNc2ncc(Br)cc2Br)c1O | -0.071
Fc1ccccc1OCCCCSc1ncccn1 | -0.48
CC(=O)c1ccc(C#CC(C)(C)O)s1 | -0.38
COc1ccc2cc(C(c3nnnn3C(C)(C)C)N3CCSCC3)c(=O)[nH]c2c1 (stereo unspecified) | -0.05

Arranged by value in Cav32 inh (high to low): some entries from above.
Molecule,Cav32 inh
O=C(c1ccc2nc3ccccc3c(=O)n2c1)N1CCN(Cc2ccc3c(c2)OCO3)CC1,2
O=C(CN1CCN(c2ccc(F)cc2)CC1)N1CCOCC1,0.75
CC(NC(=O)C(c1ccccc1)c1ccccc1)C(=O)O (stereo unspecified),0.63
Nn1cc(-c2ccccc2)nc1SCC(=O)N1CCN(S(=O)(=O)c2ccc(Cl)cc2)CC1,-1.5

(more compounds)
SMILES | Cav32 inh
COc1ccc(S(=O)(=O)N(C)CC(=O)Nc2ccccc2SC)cc1Cl | -1.3
Cc1ccc(-c2cc(C(=O)NCc3ccc4c(c3)OCO4)no2)cc1 | -0.24
O=C(NNC(=O)c1ccccc1-n1cccc1)c1ccc(Cl)cc1Cl | 0.35
CNC(=O)CN(c1ccc(OC)cc1)S(=O)(=O)c1ccc(F)cc1 | 1.1
C=CCn1c(C)cc(C(=O)CSc2nc3ccccc3o2)c1C | -1.1
Nc1nc(SCC(=O)Nc2cc(-c3ccccc3)nn2-c2ccccc2)n[nH]1 | 0.94
O=c1cc(N2CCOCC2)c2ccccc2o1 | 0.6
C=CCOn1c(=O)c(-c2ccc(OC)c(OC)c2)[n+]([O-])c2ccccc21 | 0.95
COc1ccc(Cn2c(=O)oc3ccc(C)cc32)cc1OC | -0.53
O=C(Nc1cccc(Cl)c1)Nc1nc(-c2ccc(Cl)cc2)cs1 | -1.1
CCOC(=O)CN1C(=O)C(Sc2n[nH]c(-c3ccccc3)n2)CCc2ccccc21 (stereo unspecified) | -2.3
CN1C(=O)CC(N2CCN(c3ccc(Cl)c(Cl)c3)CC2)C1=O (stereo unspecified) | -0.1

5 structures out of the list, arranged by length of the SMILES, lowest first.
SMILES | Cav32 inh
O=c1cc(N2CCOCC2)c2ccccc2o1 | 0.6
O=C(Nc1cccc(Cl)c1)Nc1nc(-c2ccc(Cl)cc2)cs1 | -1.1
CN1C(=O)CC(N2CCN(c3ccc(Cl)c(Cl)c3)CC2)C1=O (stereo unspecified) | -0.1
Cc1ccc(-c2cc(C(=O)NCc3ccc4c(c3)OCO4)no2)cc1 | -0.24
Nc1nc(SCC(=O)Nc2cc(-c3ccccc3)nn2-c2ccccc2)n[nH]1 | 0.94

The list goes on.
SMILES | Cav32 inh
COc1cccc(-c2nc(CS(=O)CC(=O)NC3CCCC3)c(C)o2)c1 (stereo unspecified) | -1
Cc1cccc(C)c1NC(=O)N1CCN(C2CCCCC2)CC1 | 0.52
COC(=O)C1C(=O)C2=C(CC1C)NC(=O)CC2c1cccc(C)c1 (stereo unspecified) | 0.62
CC12CCC(C(=O)N(c3ccccn3)c3ccccn3)(OC1=O)C2(C)C (stereo unspecified) | 0.047
CCn1c(COc2ccccc2C)nnc1SCC(=O)N1CCC(C)CC1 | 1.7
O=C(NC1(C(F)(F)F)C(=O)Nc2c1c(=O)[nH]c(=O)n2Cc1ccco1)C1CCCCC1 (stereo unspecified) | -1.3
Cc1cc(-c2ccccc2)[nH]c(=O)c1S(=O)(=O)c1ccccc1 | 0.47
Cc1onc(-c2ccccc2)c1C(=O)Nc1nnc(-c2ccncc2)s1 | -1.5
CCOC(=O)C[C@H]1c2ccccc2S(=O)(=O)N1Cc1cccc(C(F)(F)F)c1 | -1.7
CCCOC(=O)C1C2C=CC3(CN(c4ccc(Cl)c(F)c4)C(=O)C13)O2 (stereo unspecified) | -0.63
CCN1CCCC1Cn1cnc2c([nH]c3ccc(C)cc32)c1=O (stereo unspecified) | 0.24
COc1ccc(-n2c(-c3ccccc3)cc3c2CCCC3=O)cc1 | -0.12
COCC(C)NS(=O)(=O)c1ccc(OC)cc1 (stereo unspecified) | 0.37
Cc1c(-c2nc(N)nc(Nc3ccccc3F)n2)oc2ccccc12 | -0.19
Cc1ccc2[nH]c3c(c2c1)CN(C(=O)CN1CCN(c2cccc(C)c2C)CC1)CC3 | -3.1
Cc1nc2ccccc2n1C1CCN(CC(=O)NCc2ccc(F)cc2)CC1 | 0.75
CCOC(=O)N1CCC(NC(=O)c2cnn3cccnc23)CC1 | 0.022
CSc1ccccc1C(=O)NCCCOC(C)C | -0.11
COc1ccc(N(CC(=O)Nc2ccc3c(c2)OCO3)S(=O)(=O)c2c(C)nn(C)c2C)cc1 | 0.0011
Cc1cccc(C)c1NC(=O)C1(N(Cc2ccco2)C(=O)CC2NC(=O)NC2=O)CCCCC1 (stereo unspecified) | -0.12
O=C/C(=C\Nc1ccc(Cl)cn1)c1nc2ccccc2o1 | -0.32
CC1CCCc2sc3nc(NCc4ccco4)n4ncnc4c3c21 (stereo unspecified) | -1.3
O=C(N1CCCCCC1)N1CCN(S(=O)(=O)N2CCOCC2)CC1 | -0.59
CCC(=O)N1C(=O)CCN(C(C)=O)c2ccccc21 | 0.069
CC(C)C(NC(=O)c1ccccc1)C(=O)NCc1ccccn1 (stereo unspecified) | 1.4
COc1ccccc1CNC(=O)C1COc2ccccc2O1 (stereo unspecified) | -0.2
CC(=O)Nc1ccc(C(=O)CS(=O)(=O)c2ccc(C)cc2)cc1 | 1.3
CC(C)C[C@H](NC(=O)c1[nH]cnc1C(=O)Nc1ccc(Cl)cc1)C(=O)OC(C)(C)C | 0.9
COc1ccc(OC)c(NC(=O)CCN2CC(C)OC(C)C2)c1 (stereo unspecified) | 0.79
NS(=O)(=O)c1cccn1-c1ncc(C(F)(F)F)cc1Cl | 0.28
O=C(Nc1cccnc1)c1ccccc1-c1nc(-c2ccccc2F)no1 | -0.66
Cn1c(C2CCCN2C(=O)OC(C)(C)C)n[nH]c1=S (stereo unspecified) | -0.27
CCOc1ccc(NC(=O)c2cccc3c2C(=O)N(CCOC)C3)cc1 | 0.042
CCn1c(Cc2ccccc2)nnc1SCC(=O)NC(C)(C)C | -0.11
Cc1ccc(NC(=O)N2CCC(C(=O)Nc3ccc(C)cc3C)CC2)cc1 | 0.23
Cc1cccc(/C(N)=N/OC(=O)CCCN2C(=O)c3ccccc3C2=O)c1 | -0.85
CCOC(=O)C1CCN(c2cc(=O)n(-c3ccccc3Cl)c(=O)[nH]2)CC1 | 1.3
Cc1cc(NC(=O)CSc2nc(-c3cccnc3)ccc2C#N)no1 | 0.77
Clc1ccc(-c2ccc(/C=N/Nc3cc(N4CCOCC4)nc(N4CCOCC4)n3)o2)cc1 | 0.21
O=C(Cc1cccs1)NCCc1cn2ccccc2n1 | 0.6
O=C(O)c1ccc(CSc2nnnn2C2CCCCC2)cc1 | -1.1
Cc1cc(C)nc(SCC(=O)NC2=NC(=O)C(C)S2)n1 (stereo unspecified) | 0.66

Some of the compounds tested; the hit share may differ from the screen's.
